Compound activity as filed in PubChem.
TEAD-YAP inh: TEAD-YAP interaction inhibition, primary screen, TEAD-YAP interaction inhibitor project, luminescence, HEK-TIYL cells | 640,000 tested, 1.4% active | AID 1259422, 2018 | TEAD-Gal4/YAP UAS-luciferase luminescence | inhibition, % at 9.12 µM; in the data active means inhibition above about 32%;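 further: 0% = median of test compound wells and 100% = reference inhibitor wells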
FBW7 activator: FBW7 E3 ligase activators, primary screen, biochemical, AlphaScreen, human. F-box/WD repeat-containing protein 7 (Homo sapiens), Q969H0. AlphaScreen FBW7–phospho-cyclin E peptide binding, activator screen. normalized activity (activation), % at 26.1 µM. 650,000 tested, 0.13% active. AID 1259310, 2017; in the data active means normalized activity above about 1.9%;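 further: purified mutant Fbw7 with reduced substrate affinity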
MITF primary: MITF inhibitors, primary screen, biochemical, AlphaScreen, human | AID 1259374, 2018 | inhibition, % at 2.6 µM | AlphaScreen MITF homodimerization, bead proximity signal | 650,000 tested, 0.91% active | Microphthalmia-associated transcription factor (Homo sapiens), O75030; in the data active means inhibition above about 50%;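 further: 0% = vehicle wells with protein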
Target sequence (O75030 whole entry, looked up): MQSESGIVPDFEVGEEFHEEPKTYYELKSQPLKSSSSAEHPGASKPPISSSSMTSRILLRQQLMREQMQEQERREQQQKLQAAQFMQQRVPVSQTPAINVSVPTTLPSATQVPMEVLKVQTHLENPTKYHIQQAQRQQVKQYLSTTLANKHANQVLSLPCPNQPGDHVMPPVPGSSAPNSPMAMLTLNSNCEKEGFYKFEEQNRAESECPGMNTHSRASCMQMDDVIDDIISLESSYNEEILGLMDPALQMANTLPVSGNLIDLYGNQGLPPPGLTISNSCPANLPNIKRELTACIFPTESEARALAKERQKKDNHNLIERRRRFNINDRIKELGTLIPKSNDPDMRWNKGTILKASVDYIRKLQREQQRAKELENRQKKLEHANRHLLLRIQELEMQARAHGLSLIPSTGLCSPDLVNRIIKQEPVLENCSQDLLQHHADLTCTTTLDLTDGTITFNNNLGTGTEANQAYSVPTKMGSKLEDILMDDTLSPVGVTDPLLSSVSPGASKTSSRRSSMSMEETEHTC
GPR151 ag: activators of human GPR151, primary screen, cell-based, PathHunter beta-arrestin, luminescence | G-protein coupled receptor 151 (Homo sapiens), Q8TDV0 | PathHunter beta-arrestin GPR151 cells | activation, % at 11.2 µM | 650,000 tested, 1% active | AID 1508602, 2020; in the data active means activation above about 4.9%;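 further: 0% = median of compound wells and 100% = cells with positive control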
Target sequence (Q8TDV0 whole entry, looked up): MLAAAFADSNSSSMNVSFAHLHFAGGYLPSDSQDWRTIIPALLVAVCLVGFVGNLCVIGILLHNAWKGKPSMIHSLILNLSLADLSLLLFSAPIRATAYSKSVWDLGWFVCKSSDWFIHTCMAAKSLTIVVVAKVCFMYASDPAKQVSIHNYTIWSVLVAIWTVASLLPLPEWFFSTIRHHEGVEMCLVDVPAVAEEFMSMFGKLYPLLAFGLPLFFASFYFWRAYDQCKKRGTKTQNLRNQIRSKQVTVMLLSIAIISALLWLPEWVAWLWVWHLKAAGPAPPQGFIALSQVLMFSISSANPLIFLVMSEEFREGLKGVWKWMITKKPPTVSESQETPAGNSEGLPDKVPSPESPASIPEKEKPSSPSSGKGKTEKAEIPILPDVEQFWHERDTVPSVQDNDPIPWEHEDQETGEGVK
Active calls of the source: *.

No.	Compound	TEAD-YAP inh	GPR151 ag	FBW7 activator	MITF primary
1	Cc1cc(NC(=O)c2cccc3nccnc23)ccc1-n1cnnn1	-13.8	-0.3	-0.1	-7.7
2	COC(=O)C1=C(C(=O)c2ccc(C)cc2)C(c2ccccc2F)n2nnnc2N1 (stereo not given)	3.3	-0.6	-0.1	4.3
3	Cc1cc(C(=O)NC2CCCCC2N2C(=O)CSC2=O)c(C)o1 (stereo not given)	-3.2	-1.6	-0.4	4.7
4	Cc1cc(N2CCc3ccccc32)n2ncnc2n1	-2.8	1.8	-0.3	3.2
5	Cc1cccc(C)c1OCC(O)CN(C)S(=O)(=O)O (stereo not given)	2.2	0.2	0.6	-6.3
6	O=C(Nc1ccncc1)c1ccccc1Cl	6.4	3.5	0.0	10.9
7	CC(NC(=O)Cc1csc(NC(=O)C2CC2)n1)c1ccccc1 (stereo not given)	6.5	-0.8	0.0	5.0
8	CC(=O)C1C(c2ccc([N+](=O)[O-])cc2)C2C(C)=NN=C2CC1(C)O (stereo not given)	6.8	0.3	-0.1	10.3
9	O=C1CSC2=NCN(c3cccc(Cl)c3)CN12	-8.9	-0.9	0.0	20.9
10	O=C(CNC(=O)C1CCCCC1)NNC(=O)C(c1ccccc1)c1ccccc1	3.5	-1.1	0.0	14.9
11	CCN1C(=O)/C(=C/c2cc(OC)ccc2OC)SC1=S	-0.8	2.0	0.0	1.9
12	CC(=O)NC(c1ccc(C)cc1)c1c(OC(C)=O)ccc2ccccc12 (stereo not given)	6.3	0.1	-0.3	-3.4

Two records drawn at random from those above:
No.	Compound	TEAD-YAP inh	GPR151 ag	FBW7 activator	MITF primary
3	Cc1cc(C(=O)NC2CCCCC2N2C(=O)CSC2=O)c(C)o1 (stereo not given)	-3.2	-1.6	-0.4	4.7
7	CC(NC(=O)Cc1csc(NC(=O)C2CC2)n1)c1ccccc1 (stereo not given)	6.5	-0.8	0.0	5.0

Remaining list, next part:
No.	Compound	TEAD-YAP inh	GPR151 ag	FBW7 activator	MITF primary
13	Cc1cccc(NC(=O)C(=O)NC2CCC(C(C)(C)C)CC2)c1 (stereo not given)	0.0	1.4	0.1	-2.3
14	CCc1ccc(-n2c(C)nc3cc(C(=O)N4CCOCC4)ccc32)cc1	3.3	2.2	-0.1	5.4
15	Cn1c(NCc2cn[nH]c2-c2cccs2)nc2ccccc21	5.2	-2.2	0.0	-7.3
16	CC12CCC(C/C1=N\Nc1ccc([N+](=O)[O-])cc1[N+](=O)[O-])C2(C)CBr (stereo not given)	-5.9	0.3	0.0	-4.4
17	COc1cccc(C2C3=C(Nc4c2c(=O)[nH]c(=O)n4C)c2ccccc2C3=O)c1OC (stereo not given)	4.2	0.9	-0.1	-2.9
18	c1ccc2c(-c3cc(NCCN4CCOCC4)ncn3)csc2c1	-9.5	-0.3	0.4	14.7
19	CCOc1ccc(NS(=O)(=O)c2ccc([N+](=O)[O-])cc2)cc1	2.5	1.4	0.0	-1.6
20	CCCC(=O)Nc1nnc(C2CCCO2)s1 (stereo not given)	-0.1	-0.4	0.0	-14.4
21	O=C(COC(=O)CC1Sc2ccccc2NC1=O)Nc1ccc2c(c1)OC(F)(F)O2 (stereo not given)	8.5	-0.2	0.2	-4.8
22	CNC(=O)CN(C)S(=O)(=O)c1ccc2ccccc2c1	-5.3	3.3	0.0	5.6
23	CCOC(=O)c1cc2nc(-c3ccc(OC)cc3)cc(C(F)(F)F)n2n1	-4.2	-0.6	1.1	5.2
24	CCCNC(=O)c1noc2c1CCc1cc(OC)ccc1-2	-26.7	0.6	-0.1	-3.4

Additional compounds.
No.	Compound	TEAD-YAP inh	GPR151 ag	FBW7 activator	MITF primary
25	CCOC(=O)CC1=CS/C(=C(/C#N)C(N)=O)N1c1ccc(Cl)cc1	-3.9	0.1	0.1	2.8
26	Cc1ccc(C(=O)N2c3ccc(Br)cc3C3C=CCC3C2c2ccc(Br)cc2)cc1 (stereo not given)	5.1	0.0	0.3	13.3
27	C/C(CC(=O)Nc1cccc2c1CCCC2)=N\NC(=O)CCc1ccccc1	-1.9	0.2	-0.3	15.4
28	COC(=O)C1=C(C)N(c2cccc(OC)c2)C(=O)/C1=C\c1cccc(OC)c1O	-12.7	0.8	0.0	-8.7
29	COc1cccc(NC(=O)C2=C(C)NC(=S)NC2c2ccc(N(C)C)cc2)c1 (stereo not given)	3.5	4.3	-0.1	12.4
30	O=C(CN(c1ccccc1)S(=O)(=O)c1ccccc1[N+](=O)[O-])N/N=C/c1ccco1	11.0	-0.1	2.8*	2.4
31	O=C(C1CCC1)N1CCc2cc(S(=O)(=O)Nc3ccc(Br)cc3)ccc21	-4.9	0.5	-0.1	-3.2
32	O=C1C2C3C=CC(C3)C2C(=O)N1Cc1ccc(CN2C(=O)C3C4C=CC(C4)C3C2=O)cc1 (stereo not given)	-1.5	-0.2	-0.3	-4.3
33	Cc1nc2sccn2c1CN1CCCC(CNC(=O)c2cccs2)C1 (stereo not given)	25.7	-0.8	-0.1	0.9
34	CCN(CC)S(=O)(=O)c1ccc(-c2ccc(S(=O)(=O)N(CC)CC)cc2)cc1	0.0	0.7	0.2	-0.8
35	CCc1cc2ccccc2nc1SCC(N)=O	-5.7	1.5	-0.1	9.1
36	COc1cc(C)ccc1OCCCOc1c(OC)cccc1OC	-12.6	0.9	-0.2	-12.0

Further structures follow.
No.	Compound	TEAD-YAP inh	GPR151 ag	FBW7 activator	MITF primary
37	C/C(=N\NC(=O)c1cc([N+](=O)[O-])cc([N+](=O)[O-])c1)c1ccccc1O	2.8	1.5	-0.2	-0.4
38	CCC1CCCCN1C(=O)c1nn2c(c1Br)NC(c1ccccc1)CC2C(F)(F)F (stereo not given)	-1.6	0.3	0.2	9.3
39	COc1ccccc1/C=C(\NC(=O)c1ccc(OC)c(OC)c1)C(=O)Nc1ccc([N+](=O)[O-])cc1	2.9	0.4	0.1	-4.4
40	Cn1c(-c2ccccc2)[n+](C)c2ccccc21	0.5	-0.4	0.1	3.1
41	O=C(NCc1ccc2c(c1)OCO2)c1ccc(S(=O)(=O)N2CCCC2)cc1	12.6	0.0	-0.1	4.5
42	CCn1c(=O)c2c(nc3n2CC(C)CN3c2cccc(C)c2)n(C)c1=O (stereo not given)	2.3	0.3	0.2	7.0
43	CC(C)C[C@H]1NC(=O)[C@@H]2C[C@H](NC(=O)Nc3ccccc3C(F)(F)F)CN2C1=O	-24.3	-0.6	0.1	-5.9
44	Cc1ccnc(N2CCC(C(=O)Nc3ccccc3Cl)CC2)n1	1.3	0.6	-0.1	-4.0
45	Clc1ccc(C2Nc3ccc(Cl)cc3C(c3ccccc3)O2)cc1 (stereo not given)	10.3	0.1	0.1	-4.9
46	Cc1ccc(C(=O)CSc2nc(N)cc(=O)[nH]2)cc1	4.9	1.3	-0.3	3.1
47	COc1ccc(NC(=O)c2cc3ccccc3o2)cc1	-29.4	1.2	0.1	-5.0
48	COc1ccc(C)cc1NC(=O)c1ccccc1SC	0.5	0.1	0.2	6.8

(more compounds)
No.	Compound	TEAD-YAP inh	GPR151 ag	FBW7 activator	MITF primary
49	O=C1c2ccccc2-c2ccc(N3CCOCC3)c3cccc1c23	-1.9	2.8	0.3	5.9
50	COc1ccc(-n2nc3cc(C)c(NC(=O)c4cccc5ccccc45)cc3n2)cc1	-9.9	3.5	0.1	-11.4
51	CC(C)(C)c1ccc(-c2nc3ccccc3c(=O)n2NC(=O)Cc2cccs2)cc1	10.0	0.8	-0.1	6.9
52	CC1=C(C(=O)NCCN2CCCCCC2)C2(CCCCC2)OC1=O	4.9	-0.2	0.5	17.2
53	CN1C(=O)/C(=C\c2ccccc2)SC1=S	-4.2	0.4	-0.1	-4.3
54	Cc1sc2nc(Cc3ccccc3)n(C3CCN(CC(N)=O)CC3)c(=O)c2c1C	-0.1	6.1*	0.0	4.5
55	NCCSc1c(-c2ccc(F)cc2)[nH]c2ccccc12	-7.0	2.5	-0.1	-5.2
56	COc1ccc(NC(=O)CSc2nnc(NC(=O)c3ccccc3C)s2)cc1	-53.9	0.8	0.1	3.3
57	O=C(NC(=O)C(F)(F)F)n1c(=S)sc2ccccc21	9.0	0.4	0.2	18.3
58	O=C(CN1Cc2ccccc2OC(c2ccccc2)C1)NCc1nc(-c2ccccc2)n[nH]1 (stereo not given)	1.5	0.6	0.5	9.2
59	COc1ccc(NC(=O)c2c(NC(=O)c3ccncc3)sc3c2CCC3)cc1	8.2	-1.4	0.0	0.8
60	CCc1ccc(C(=O)COC(=O)CCC(=O)Nc2cccc([N+](=O)[O-])c2)cc1	-2.6	3.5	-0.1	26.3

Next part
No.	Compound	TEAD-YAP inh	GPR151 ag	FBW7 activator	MITF primary
61	O=C(Nc1cccc2cccnc12)C1CCCN1/C=C/C(=O)C(F)(F)F (stereo not given)	-11.6	-1.3	0.1	8.1
62	O=c1c2ccccc2c2ccccc2c(=O)n1-c1ccc(-c2nc3ccccc3o2)cc1	0.6	0.6	-0.3	7.6
63	Cc1[nH]c2ccccc2c1C(=O)COC(=O)c1cccs1	-2.0	-0.8	-0.1	5.1
64	O=C(NCCS(=O)(=O)N1CCN(c2cccc(Cl)c2)CC1)C1CCCCC1	9.3	-1.9	0.1	12.7
65	Cc1ccccc1C(=O)Nc1scc(CC(C)C)c1C(=O)O	1.6	-0.9	0.0	3.1
66	CN(CC(=O)Nc1nccs1)S(=O)(=O)c1ccc2c(c1)n(C)c(=O)c(=O)n2C	6.1	-0.6	0.1	-1.0
67	Cc1cccc(OCCCC(=O)Nc2nccs2)c1C	5.3	-0.7	0.0	6.2
68	Cc1ccc(N=C2NC(=O)CC(C(=O)Nc3ccc(C)cc3)S2)cc1 (stereo not given)	1.8	0.5	0.8	3.1
69	O=C(COC(=O)/C=C/c1cccc(C(F)(F)F)c1)NC(=O)NC1CCCC1	6.2	1.1	0.2	6.5
70	O=C(O)CCCNS(=O)(=O)c1cccc2nonc12	7.2	-0.2	0.0	8.7
71	COc1ccc(-n2cc(-c3ccccc3)c3c(NCc4ccc(F)cc4)ncnc32)cc1	-11.1	1.8	-0.2	4.3
72	COc1ccc(/C=C(\NC(=O)c2ccccc2)C(=O)N/N=C/c2ccc(OC)cc2)cc1	8.5	-0.4	0.0	9.3

Entries listed so far that have a furan ring, fused or not (three):
No.	Compound	TEAD-YAP inh	GPR151 ag	FBW7 activator	MITF primary
3	Cc1cc(C(=O)NC2CCCCC2N2C(=O)CSC2=O)c(C)o1 (stereo not given)	-3.2	-1.6	-0.4	4.7
30	O=C(CN(c1ccccc1)S(=O)(=O)c1ccccc1[N+](=O)[O-])N/N=C/c1ccco1	11.0	-0.1	2.8*	2.4
47	COc1ccc(NC(=O)c2cc3ccccc3o2)cc1	-29.4	1.2	0.1	-5.0

Next section:
No.	Compound	TEAD-YAP inh	GPR151 ag	FBW7 activator	MITF primary
73	O=C(CCc1cnccn1)NCCN1Cc2ccccc2OC(c2ccsc2)C1 (stereo not given)	30.6	-0.9	-0.3	3.0
74	CC1(CC(=O)N/N=C/c2ccc(C#N)cc2)OCCO1	-7.6	0.7	0.0	0.6
75	CC1CCCCC1NC(=O)CN(C)S(=O)(=O)c1cccc2nsnc12 (stereo not given)	1.2	-0.8	0.1	-7.6
76	CN(C)c1ccc(C(CNS(C)(=O)=O)N2CCN(c3ccccc3)CC2)cc1 (stereo not given)	8.9	0.5	-0.1	15.3
77	CCN1C(=O)CC(C(=O)OC)C12CCN(Cc1cnc(-c3ccccc3)s1)CC2 (stereo not given)	9.7	-0.9	0.2	-0.2
78	OCCN1CCN(c2ncnc3c2c(-c2ccccc2)cn3-c2cccc(Cl)c2)CC1	1.6	-0.6	0.1	20.0
79	CCCCCC(=O)Nc1cccc(-c2nc3ccccc3o2)c1C	3.1	0.1	-0.1	-3.9
80	CN(C)CCCN1C(=O)c2oc3ccc(Cl)cc3c(=O)c2C1c1ccccc1 (stereo not given)	-11.7	0.3	0.0	-8.2
81	O=C(NNC(=S)NCC1CCCO1)c1ccc(Br)o1 (stereo not given)	-11.0	0.1	0.1	-1.4
82	N/C(=N\N=C\c1ccc(O)cc1)SC1CC(=O)N(c2cccc([N+](=O)[O-])c2)C1=O (stereo not given)	-13.6	0.3	-0.2	7.0
83	CCCOC(=O)c1ccc(Nc2cc(C)nc3ccc(OC)cc23)cc1	5.9	-0.8	0.0	5.6

One compound at a time, as listed above. Values in the order: TEAD-YAP inh | GPR151 ag | FBW7 activator | MITF primary
Shown for CN(C)CCCN1C(=O)c2oc3ccc(Cl)cc3c(=O)c2C1c1ccccc1 (stereo not given) : -11.7 | 0.3 | 0.0 | -8.2
Shown for O=C(CCc1cnccn1)NCCN1Cc2ccccc2OC(c2ccsc2)C1 (stereo not given) : 30.6 | -0.9 | -0.3 | 3.0
